# Compound activity from PubChem.
# USP2a inh: inhibitors of human ubiquitin-specific protease USP2a; USP2 core, Ub-CHOP2 coupled fluorogenic reporter, 485/531; Potency, µM (series often up to 38.3 µM), for inactives: at the highest dose activity change, negative = inhibition, usual class: inhibitors; hit rate 0.01% among 330,000; AID 463254;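 also: potency is read from the fitted curve at half-maximal effect; plate controls were DMSO wells for no effect and full inhibition by NEM control for full effect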
#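 USP2 core (10nM final) preincubated 30min RT with compound in 20mM Tris-HCl pH 8.0, 2mM CaCl2, 2mM beta-mercaptoethanol, 0.05% CHAPS; 25nM Ub-CHOP2 plus 25nM reporter substrate added, fluorescence (Ex485/Em531) read after 60min.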
# ELG1 DNA repair: blocks ELG1-dependent DNA repair in HEK293T cells; HEK293T ELG1-luciferase reporter, luminescence, 16 h; DNA damage induced by 5-fluorouridine; Potency, µM (titrated, usually from 46.1 µM), without a hit: at the top dose activity change, negative = inhibition, actives largely listed as inhibitors; hit rate 2.3% among 330,000; AID 504467; also: potency is read from the fitted curve at half-maximal effect; % is scaled to controls: 0 for no effect and ±100 for the full control effect; nearly all actives have a fitted effect of over 55% in size
#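 Step one: seed 2,000 cells per well. Step two: pin-transfer compound or DMSO alongside 5-fluorouridine. Step three: incubate 16 hr, 37 °C, 5% CO2. Step four: add ONE-Glo, wait 30 min, read luminescence.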
# TCR activator: activators of T cell receptors; Potency, µM (series often up to 9.22 µM), inactives show top-dose activation of IL-2 secretion, most hits filed as activators; 330,000 tested, under 10 active; primary human leukocytes, anti-CD3, IL-2 HTRF, 48 h; AID 504894; also: % of control where 0% means no effect
#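 Primary human leukocytes incubated 48 hr with anti-CD3 beads plus compound, without co-stimulation. Secreted IL-2 measured by HTRF (europium cryptate/d2 anti-IL-2 pair, 320 nm excitation, 665 nm emission).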
# Eya2 phos inh: blocks the phosphatase activity of human Eya2; recombinant Eya2, OMFP fluorescence dephosphorylation (OMFP is methylfluorescein phosphate); hit rate 0.006% among 330,000; Potency, µM (top dose mostly 76.9 µM), without a hit: top-dose activity, negative = inhibition, hits mostly inhibitors; O00167; also: potency is read from the fitted curve at half-maximal effect; % is scaled to controls: 0 for no effect and ±100 for the full control effect
# Target sequence (O00167 whole entry, looked up): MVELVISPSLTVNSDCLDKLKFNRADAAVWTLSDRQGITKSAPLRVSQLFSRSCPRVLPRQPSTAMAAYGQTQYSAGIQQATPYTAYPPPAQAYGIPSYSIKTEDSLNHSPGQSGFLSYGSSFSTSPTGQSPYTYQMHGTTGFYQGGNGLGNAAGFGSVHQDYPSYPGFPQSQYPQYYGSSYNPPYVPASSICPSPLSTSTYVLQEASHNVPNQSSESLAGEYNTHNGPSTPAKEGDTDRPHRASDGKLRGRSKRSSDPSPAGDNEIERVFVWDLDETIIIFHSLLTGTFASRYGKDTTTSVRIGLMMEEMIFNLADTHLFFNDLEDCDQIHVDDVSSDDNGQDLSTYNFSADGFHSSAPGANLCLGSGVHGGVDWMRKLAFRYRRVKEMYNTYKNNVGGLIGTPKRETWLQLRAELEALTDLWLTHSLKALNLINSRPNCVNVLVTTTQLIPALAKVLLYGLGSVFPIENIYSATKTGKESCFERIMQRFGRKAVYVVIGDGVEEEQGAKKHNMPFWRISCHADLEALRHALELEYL
#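 Eya2 (0.2 uM) preincubated 10 min at ambient with compound, then OMFP substrate added at 50 uM; 10 min reaction in 50 mM HEPES pH 7.5, 50 mM NaCl, 5 uM MgCl2, 0.05% BSA, 1 mM DTT. Fluorescence read at Ex 485/Em 525 nm.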
# AT treatment: potential ataxia-telangiectasia treatment; […] A-T fibroblasts, KAP-1 phosphorylation AlphaLISA; neocarzinostatin DNA damage 30 min before lysis; hit rate 0.19% among 320,000; AID 485349; Potency, µM (titrated, usually from 57.5 µM), for inactives: top-dose activation, most hits filed as activators; also: potency is read from the fitted curve at half-maximal effect; % of control where 0% means no effect; nearly all actives have a fitted effect of over 45% in size
#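 hTERT-immortalized A-T patient fibroblasts ([…]), 500 cells/well in OPTI-MEM, 1% FBS, got compounds for 60 min, then NCS for 30 min at 37C. Lysates were then assayed for phospho-KAP-1 by AlphaLISA (anti-pKAP1 donor, anti-KAP1 acceptor beads), 6 hr at 25C.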
# TRPV1 agonist: human TRPV1 agonism. AID 540275. hit rate 0.19% among 320,000. TRPV1-expressing cells, Fluo-8 calcium influx, agonist mode. activation, % at 8.33 µM. Q8NER1; in the data active = activation above about 80%; inconclusive = between about 30% and that limit; also: 0% is about no effect
#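 Cells expressing TRPV1 were dye-loaded with Fluo-8 and read kinetically: 10 s baseline, 3 min after compound (agonist portion), then 2 min after EC20 capsaicin (allosteric enhancer portion). Calcium-bound dye fluorescence at 480/520 nm.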
# TSHR antagonist: antagonists of human thyroid stimulating hormone receptor; TSHR-expressing cells, TSH-stimulated cAMP HTRF, 2 h; hits give low values; activity change, negative = inhibition, % at 11.5 µM; hit rate 0.2% among 330,000;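 active = activity change below a set negative limit, meaning inhibition stronger than a set level, cut at about -70% in these data; inconclusive = activity change between two set negative limits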; also: % is scaled to controls: 0 for no effect and ±100 for the full control effect
#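 Read-out is FRET at 665 nm (cryptate excitation 337 nm) from a cryptate-tagged anti-cAMP antibody, competed by cell cAMP against cAMP-d2. Compounds are tested on freshly harvested TSHR cells challenged with 4nM TSH (EC80) for 2 hours at 37 deg C.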
# KCNH2 3.1 inh: inhibitors of human KCNH2 3.1 potassium channel isoform; activity change, % (tested at about 1.8 µM); AID 720553; U2OS KCNH2 3.1, thallium flux FluxOr; hits give low values; hit rate 0.95% among 340,000;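 active = maximum activity change below -70%; inconclusive = maximum activity change from -70% to -50%; inactive = maximum activity change above -50%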;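 also: thallium influx rate constant from kinetic fluorescence after stimulation buffer; % is scaled to controls: 0 for no effect and ±100 for the full control effect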
#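 U2OS cells transduced with KCNH2 3.1 mutant virus (1.77 x 10^8 /mL, 4 h), plated overnight at 37 C, loaded 45 min with FluxOr dye plus Red40 quencher. Thallium flux rate constant from kinetic reads after stimulation buffer, normalised to controls.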
# Mito fusion act: inhibitors of mitochondrial division or activators of mitochondrial fusion; Potency, µM (series often up to 46.1 µM), for inactives: top-dose growth rescue (activation), usual class: activators; AID 485298; hit rate 0.23% among 320,000; S. cerevisiae fusion-defective mutant growth rescue, CellTiterGlo 48 h;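 also: potency is read from the fitted curve at half-maximal effect; % of control where 0% means no effect; nearly all actives have a fitted effect of over 45% in size; temperature-sensitive fusion mutants such as fzo1-1 at 37 °C on non-fermentable ethanol glycerol medium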
#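 Luminescent cell viability in 1536-well qHTS format served as the measure of rescued growth in ts fusion-mutant S. cerevisiae cultured on non-fermentable YPEG for 48 hours at 37C.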
# KCNH2 WT inh: KCNH2 (human, wildtype) channel inhibition; Q12809; activity change, % at 1.84 µM; AID 720551; U2OS, BacMam KCNH2, thallium flux FluxOr; hits give low values; hit rate 0.37% among 340,000;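 active = maximum activity change below -70%; inconclusive = maximum activity change between -70% and -50%; inactive = maximum activity change above -50%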; also: % is scaled to controls: 0 for no effect and ±100 for the full control effect
#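 U2OS cells were transduced with wild-type KCNH2 virus (2.03 x 10^8 / mL) for 4 h at room temperature, then cultured overnight at 37 C. Thallium flux was read with FluxOr dye. Rate constants were normalized to DMSO controls.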
# * hit, by the source's call; ? = inconclusive; · = not tested or not shown; [ ] = remark or other dose. Unless noted, calls follow the shape of the dose curve; as a rule, active = well fitted curve in the direction sought with a large enough effect; inconclusive = small, poorly fitted or top-dose-only effect, or another doubt; inactive = no such curve, though single readings can be large; an effect the other way counts as inactive or inconclusive. Some of the compounds tested. The share of hits here may be higher or lower than overall.
1	COC(=O)C1=C(C(=O)OC)[C@@H]2N(Cc3ccccc3)c3ccccc3[C@@]23C[C@@H](CO)N(C(=O)NC2CCCC2)C3=N1
2	CCN(C(=O)c1cc2c(=O)n3ccccc3nc2n1C)C1CCCCC1
3	O=[N+]([O-])c1ccc(NCc2ccc3c(c2)OCO3)cc1
4	Cc1ccc(S(=O)(=O)N/N=C/c2ccc(C#N)cc2)cc1
5	COc1ccc(CNCc2cc(OC)ccc2OC)cc1
6	Nc1nnc(SCC(=O)NN2C(=O)NC3(CCCCC3)C2=O)s1
7	CC(C)Oc1nnnn1-c1ccccc1
8	Cc1nnc(NC(=O)CSc2nnc(CC(=O)Nc3ccccc3F)n2C)s1
screen / no.,1,2,3,4,5,6,7,8
USP2a inh,1%,2%,1%,-8%,0%,0%,0%,0%
ELG1 DNA repair,?,1%,11%,-16%,-7%,1%,4%,22%
TCR activator,-15%,-5%,4%,2%,3%,-12%[46.1 µM],-8%,6%
Eya2 phos inh,5%,3%,-14%,5%,0%,1%,-2%,5%
AT treatment,-23%,?,3%,0%,3%,1%,-16%,-1%
TRPV1 agonist,8,?,1,-5,2,-1,1,-2
TSHR antagonist,5,-123*,-2,-5,-5,-1,-6,13
KCNH2 3.1 inh,-2,7,13,-9,-27,-13,2,-7
Mito fusion act,12%,5%,0%,-3%,-1%,-7%,0%,-8%
KCNH2 WT inh,8,-3,-11,-3,22,-7,-7,0

9	Cc1c(-c2ncn[nH]2)sc(C#N)c1-c1ccccc1
10	Cc1nc2c(c(=O)c3ccccc3n2C)c(=O)n1-c1ccccc1
11	CCC(CC)c1nnc(NC(=O)C2=COCCO2)s1
12	COCCNc1nc(-c2ccc(OC)cc2)c(-c2ccc(OC)cc2)s1
13	COc1cc(/C=C2/SC(=S)N(CC(=O)Nc3nc4ccccc4s3)C2=O)cc(OC)c1OC
14	CCCCC(=NCCc1c(C)[nH]c2ccccc12)C1=C(O)CC(c2ccccc2)CC1=O (configuration not stated)
15	COc1ccc2cc(C(C)C(=O)Nc3cccc(S(=O)(=O)N(C)C)c3)ccc2c1 (configuration not stated)
16	COc1ccc([N+](=O)[O-])cc1NC(=O)c1ccc(C)o1
screen / no.,9,10,11,12,13,14,15,16
USP2a inh,5%,-2%,2%,-8%,0%,-3%,-11%,-1%
ELG1 DNA repair,-3%,-8%,?,21µM*,-5%,?,?,3%
TCR activator,-20%,-4%,3%,4%,12%,-10%,2%,4%[46.1 µM]
Eya2 phos inh,7%,14%,16%,-4%,5%,-4%,13%,5%
AT treatment,5%,-4%,-4%,6%,-5%,0%,4%,3%
TRPV1 agonist,7,6,18,17,4,18,9,1
TSHR antagonist,-14,-3,13,12,-13,-4,0,-4
KCNH2 3.1 inh,3,21,3,21,-12,0,8,-1
Mito fusion act,-14%,1%,7%,-6%,4%,14%,-13%,12%
KCNH2 WT inh,-3,3,2,·,67,4,-2,-13

# A different layout for part of the listing above:
# Sequence of screens – USP2a inh, ELG1 DNA repair, TCR activator, Eya2 phos inh, AT treatment, TRPV1 agonist, TSHR antagonist, KCNH2 3.1 inh, Mito fusion act, KCNH2 WT inh
(10) Cc1nc2c(c(=O)c3ccccc3n2C)c(=O)n1-c1ccccc1
    -2%, -8%, -4%, 14%, -4%, 6, -3, 21, 1%, 3
(11) CCC(CC)c1nnc(NC(=O)C2=COCCO2)s1
    2%, ?, 3%, 16%, -4%, 18, 13, 3, 7%, 2
(12) COCCNc1nc(-c2ccc(OC)cc2)c(-c2ccc(OC)cc2)s1
    -8%, 21µM*, 4%, -4%, 6%, 17, 12, 21, -6%, ·
(13) COc1cc(/C=C2/SC(=S)N(CC(=O)Nc3nc4ccccc4s3)C2=O)cc(OC)c1OC
    0%, -5%, 12%, 5%, -5%, 4, -13, -12, 4%, 67
(14) CCCCC(=NCCc1c(C)[nH]c2ccccc12)C1=C(O)CC(c2ccccc2)CC1=O (configuration not stated)
    -3%, ?, -10%, -4%, 0%, 18, -4, 0, 14%, 4

# (cont.)
17	COc1ccc(Nc2nc(N)nc(CN3CCN(c4ccc(F)cc4)CC3)n2)cc1
18	COc1ccc(OC)c(C2CC(=O)c3c([nH]c(C(=O)OC(C)C)c3C)C2)c1 (configuration not stated)
19	COC(=O)c1ccc2c(=O)[nH]c(CSc3nc(C)cs3)nc2c1
20	N#Cc1ccccc1COC(=O)c1ccc(Br)o1
21	COCCn1c(C)cc(C(=O)CSc2cc(C)c3ccc(OC)cc3n2)c1C
22	COc1ccc(S(=O)(=O)NCCOc2ccc(Cl)cc2)cc1
23	Cc1cc(NC(=O)COc2ccc(N(C)S(=O)(=O)c3ccccc3)cc2)no1
24	O=C(CC(c1ccccc1)c1cc(Cl)ccc1O)N1CCOCC1 (configuration not stated)
screen / no.,17,18,19,20,21,22,23,24
USP2a inh,0%,-14%,3%,0%,2%,1%,-2%,4%
ELG1 DNA repair,0%,?,?,-5%,-12%,0%,-17%,4%
TCR activator,·,3%,8%,1%,-12%[46.1 µM],8%,-1%,1%
Eya2 phos inh,1%,6%,7%,2%,0%,-1%,7%,3%
AT treatment,4%[11.5 µM],0%,-4%,0%,3%,3%,3%,2%
TRPV1 agonist,1,0,0,13,1,8,2,-1
TSHR antagonist,-3,-2,-4,-6,5,-12,-6,-3
KCNH2 3.1 inh,-77*,14,6,3,5,4,18,6
Mito fusion act,-2%,-2%,6%,-2%,0%,23%,-5%,-3%
KCNH2 WT inh,47,1,7,1,-12,14,9,6

25	CC(C)CCN(C)C1CCN(S(=O)(=O)c2ccc(F)cc2)CC1
26	CN1CCN(CCCN(Cc2cccs2)C(=S)Nc2ccc(Cl)cc2)CC1
27	CC(Sc1nnc(N)s1)C(=O)Nc1ccc2c(c1)OCO2 (configuration not stated)
28	O=c1[nH]c(CSc2ncc(-c3ccc(F)cc3)n2Cc2ccco2)nc2ccccc12
29	CCOc1ccc(/C=C2\SC(N3CCCCC3)=NC2=O)cc1
30	CCOc1ccccc1OCCCC(=O)NNC(=O)c1cc(C)oc1C
31	COC(=O)/C(C(C)=O)=C(/C=C/C=C/N(C)C)N(C)C
32	CCNC(=O)NC(=O)C(C)OC(=O)CCCc1nc2ccccc2s1 (configuration not stated)
screen / no.,25,26,27,28,29,30,31,32
USP2a inh,0%,8%,-1%,-2%,0%,5%,2%,1%
ELG1 DNA repair,14%,2%,4%,?,11%,0%,-3%,10%
TCR activator,-4%,6%,-1%,1%,3%,-13%,·,-3%
Eya2 phos inh,3%,-24%,6%,-5%,-22%,9%,12%,-5%
AT treatment,-1%,-2%,-6%,4%,-11%,-9%,-5%,2%
TRPV1 agonist,0,1,0,0,?,-1,0,2
TSHR antagonist,-3,-14,5,-12,-3,-15,7,4
KCNH2 3.1 inh,4,-12,55,-3,-14,18,6,-1
Mito fusion act,4%,22%,4%,26%,-5%,-4%,0%,-1%
KCNH2 WT inh,32,22,-9,27,-7,0,-11,-3

33	CCc1cc(C(=O)N2CCOCC2)c(NC2=NS(=O)(=O)c3ccccc32)s1
34	CCOc1cc(/C=C2\C(=O)N(CCC#N)N=C2C)ccc1OCC(N)=O
35	COc1ccccc1COC(=O)N/C=C/c1ccco1
36	CC(C)(C)NC(=O)NC(=O)COC(=O)Cc1c(F)cccc1Cl
37	CC(C)n1c(C(F)(F)F)nc2cc(C(=O)N3CCC(O)CC3)ccc21
38	Clc1ccc(CSc2nnc(/C=C/c3ccccc3)o2)cc1
39	COc1oc(-c2ccccc2C)nc1C(F)(F)F
40	Cc1cc(Nc2ccccc2)n(C(=O)c2ccccc2)n1
screen / no.,33,34,35,36,37,38,39,40
USP2a inh,0%,0%,-1%,0%,-1%,0%,0%,-2%
ELG1 DNA repair,20%,16%,4%,6%,0%,4%,5%,?
TCR activator,-6%,2%,3%,4%,-4%,-3%,-1%,-3%
Eya2 phos inh,4%,-10%,1%,0%,-5%,-1%,-18%,-14%
AT treatment,7%,-25%,0%,1%,-14%,-4%,-3%,11%
TRPV1 agonist,-2,0,0,-3,-1,1,-1,1
TSHR antagonist,8,-1,-3,11,0,6,9,-1
KCNH2 3.1 inh,-3,7,-11,-4,26,-11,-2,-4
Mito fusion act,0%,3%,-5%,7%,0%,1%,-2%,5%
KCNH2 WT inh,2,·,-11,-7,0,-13,5,-4
